Screens as filed in PubChem.
zVAD death inh = inhibitors of zVAD-triggered necroptosis, primary screen, L929 cells. L929 zVAD necroptosis rescue, ATP luminescence, 24 h; with zVAD 60 µM. viability rescue, % at 10 µM. 0.38% of 220,000 active. AID 1377, 2008;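 active means activation, scaled between plate controls, above about 75%, limit read from the data; inactive means activation under that limit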;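 further: 0% = zVAD with DMSO and 100% = DMSO alone without zVAD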
KCC2 mod = KCC2 cotransporter modulators, thallium flux, primary screen, cell-based, HEK293 KCC2, FluoZin-2 fluorescence, MLSMR; KCC2 cells, thallium flux FluoZin-2 fluorescence; B-score of Tl+ flux slope (higher = more flux/activation; lower = inhibition) at 10 µM; 2.2% of 190,000 active; AID 1456, 2008;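 active means thallium flux slope and its plate-corrected score both differing from the plate sample mean at a set confidence after two filtering rounds, in either direction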;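 further: slope of fluorescence scaled to starting intensity during 10 to 20 s after thallium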
Thrombin inh = human alpha-thrombin inhibitors, primary screen, counter-screen for coagulation protease inhibitor project, biochemical, 1536-well, fluorogenic AMC substrate; Boc-VPR-AMC fluorogenic substrate cleavage; Prothrombin (Homo sapiens), P00734; inhibition, % at 5 µM; 0.26% of 220,000 active;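 active means inhibition at or above 40%; inactive means inhibition below 40%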;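 further: 0% = enzyme with no compound and 100% = wells without enzyme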
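System – human alpha-thrombin · Medium – pH 7.5 Tris (50 mM) with NaCl 150 mM, Tween 20 0.05% · Compound – single-point dosing at 5 µM, 0.2% DMSO · Incubation – enzyme reaction carried out at room temperature · Technique – fluorescence of released AMC, ex 355 nm, em 460 nm · Read-out basis – % inhibition of thrombin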
FXIa inh = human FXIa protease inhibitors, primary screen, biochemical, 1536-well. Coagulation factor XI (Homo sapiens), P03951. purified FXIa, Boc-Glu-Ala-Arg-AMC fluorogenic substrate. inhibition, % at 5 µM. 0.14% of 220,000 active. AID 798, 2007;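 active means inhibition of at least 40%; inactive means inhibition below 40%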;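 further: fluorescence of freed AMC excited at 355 nm; 0% = enzyme without compound and 100% = no enzyme blank; many of its hits are not listed in these tables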
Rad51 HR inh = human RAD51 strand exchange inhibitors, primary screen, biochemical, fluorescence. inhibition, % at 10 µM. 0.085% of 200,000 active. DNA repair protein RAD51 homolog 1 (Homo sapiens), Q06609. hRad51 DNA strand exchange, fluorescence dequenching;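 active means inhibition above 40% at the single screening dose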;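 further: 0% = DMSO control wells and 100% = blanks with heterologous ssDNA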
Target sequence (Q06609 whole entry, looked up): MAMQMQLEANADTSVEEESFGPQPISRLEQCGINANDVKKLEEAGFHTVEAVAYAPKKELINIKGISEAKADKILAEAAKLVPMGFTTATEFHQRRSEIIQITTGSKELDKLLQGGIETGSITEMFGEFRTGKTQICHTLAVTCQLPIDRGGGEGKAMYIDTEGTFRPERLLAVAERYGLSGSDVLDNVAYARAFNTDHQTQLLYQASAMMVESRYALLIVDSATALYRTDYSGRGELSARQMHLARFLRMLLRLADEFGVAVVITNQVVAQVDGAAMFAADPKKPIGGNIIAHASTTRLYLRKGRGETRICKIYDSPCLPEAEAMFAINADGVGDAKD
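material = hRad51 filaments on single-stranded DNA | reagent = Donor/quencher-labelled 47-bp dsDNA substrate | compound = 10 µM final, single point | schedule = strand-exchange reaction 15 min at room temperature | measured by = fluorescein emission 520 nm, excitation 485 nm | read-out basis = % inhibition versus plate control and blank means | benchmarks = plate controls and plate blanks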
TNF death inh = inhibitors of TNF-alpha triggered necroptosis, primary screen, cell-based, Jurkat FADD-/-, single concentration. Jurkat FADD-/- TNF necroptosis rescue, ATP luminescence, 24 h; 0 = TNF only, 100 = no-TNF cells. AID 463075, 2010. 0.068% of 220,000 active. activation (protection from cell death), % at 10 µM;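 active means activation, meaning protection from cell death, of at least 50% relative to plate controls; inactive means activation below 50%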;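 further: necroptosis triggered by 40 ng/mL TNF-alpha added together with compound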
FXIIa inh = human FXIIa protease inhibitors, primary screen, biochemical, 1536-well. Coagulation factor XII (Homo sapiens), P00748. purified FXIIa, Boc-QGR-AMC fluorogenic substrate, 2 h. inhibition, % at 5 µM. 0.3% of 220,000 active; in the data active means inhibition above about 40%;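 further: 0% = enzyme with no compound and 100% = blank without enzyme; many of its hits are not listed in these tables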
Target sequence (P00748 20-372 limits assumed): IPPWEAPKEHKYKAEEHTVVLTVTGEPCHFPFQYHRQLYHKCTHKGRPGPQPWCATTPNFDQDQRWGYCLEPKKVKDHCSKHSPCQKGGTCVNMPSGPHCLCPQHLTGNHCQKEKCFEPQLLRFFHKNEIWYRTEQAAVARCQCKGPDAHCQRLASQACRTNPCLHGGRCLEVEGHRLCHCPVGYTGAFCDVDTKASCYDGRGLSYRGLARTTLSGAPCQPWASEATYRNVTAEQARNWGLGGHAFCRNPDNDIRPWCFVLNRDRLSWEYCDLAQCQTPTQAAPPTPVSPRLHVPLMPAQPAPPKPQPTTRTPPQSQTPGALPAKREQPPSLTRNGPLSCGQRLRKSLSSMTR
Target sequence (P00748 373-615 limits assumed): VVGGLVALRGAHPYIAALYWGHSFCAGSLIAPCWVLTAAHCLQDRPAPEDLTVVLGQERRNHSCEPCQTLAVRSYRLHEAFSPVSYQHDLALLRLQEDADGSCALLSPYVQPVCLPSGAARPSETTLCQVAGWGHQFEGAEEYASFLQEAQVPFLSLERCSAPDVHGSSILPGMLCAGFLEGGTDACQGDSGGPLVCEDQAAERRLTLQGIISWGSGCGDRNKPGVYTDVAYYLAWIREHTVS
Hck Nef HTS = inhibitors of Nef-activated human Hck kinase, primary screen, biochemical, Z-Lyte FRET, 384-well, Hck-YEEI; Tyrosine-protein kinase HCK (Homo sapiens), P08631; Recombinant Hck-YEEI plus Nef, Z-Lyte FRET kinase assay; inhibition, % at 20 µM; 0.68% of 220,000 active; AID 463187, 2010;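 active means Hck-Nef kinase inhibition above about 50%, limit read from the data; inactive means inhibition below that limit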;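 further: 0% = DMSO with Hck plus Nef and 100% = Hck alone without Nef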
KLK5 inh = human KLK5 protease inhibitors, primary screen, biochemical, 1536-well | Kallikrein-5 (Homo sapiens), Q9Y337 | recombinant hK5, fluorogenic AMC substrate cleavage | inhibition, % at 5 µM | 0.59% of 210,000 active | AID 873, 2007;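 active means inhibition of 40% or more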;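 further: 0% = enzyme controls without compound and 100% = no-enzyme blanks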
Starred values were filed as active, the others as inactive. These rows are one share of the data (hit frequency here may not be typical).

The first three entries as a preview:
For CCCC(=O)Oc1c(S(=O)(=O)c2ccc(C)cc2)c(C)nn1C(C)(C)C the results were zVAD death inh -0.9, KCC2 mod -2.1, Thrombin inh -12, FXIa inh -5, Rad51 HR inh 3, TNF death inh -0.6, FXIIa inh 6, Hck Nef HTS 26 and KLK5 inh -11.
For COc1ccc(C2C(C#N)=C(N)Oc3c2sc2nc(C)cc(C)c32)cc1 (stereo not drawn) the results were zVAD death inh 3.9, KCC2 mod -0.62, Thrombin inh 23, FXIa inh 7, Rad51 HR inh -10, TNF death inh -22, FXIIa inh 14, Hck Nef HTS -5 and KLK5 inh -9.
Cc1cccc(N(C(=O)c2ccc(CN3CCOCC3)o2)C(C(=O)NC(C)(C)C)c2ccc(F)cc2)c1 (stereo not drawn) was read as zVAD death inh 0.3, KCC2 mod 0.69, Thrombin inh 0, FXIa inh 7, Rad51 HR inh -10, TNF death inh -0.7, FXIIa inh 15, Hck Nef HTS 5 and KLK5 inh -10.

The list itself, previewed entries included:
For CCCC(=O)Oc1c(S(=O)(=O)c2ccc(C)cc2)c(C)nn1C(C)(C)C the results were zVAD death inh -0.9, KCC2 mod -2.1, Thrombin inh -12, FXIa inh -5, Rad51 HR inh 3, TNF death inh -0.6, FXIIa inh 6, Hck Nef HTS 26 and KLK5 inh -11.
For COc1ccc(C2C(C#N)=C(N)Oc3c2sc2nc(C)cc(C)c32)cc1 (stereo not drawn) the results were zVAD death inh 3.9, KCC2 mod -0.62, Thrombin inh 23, FXIa inh 7, Rad51 HR inh -10, TNF death inh -22, FXIIa inh 14, Hck Nef HTS -5 and KLK5 inh -9.
Cc1cccc(N(C(=O)c2ccc(CN3CCOCC3)o2)C(C(=O)NC(C)(C)C)c2ccc(F)cc2)c1 (stereo not drawn) was read as zVAD death inh 0.3, KCC2 mod 0.69, Thrombin inh 0, FXIa inh 7, Rad51 HR inh -10, TNF death inh -0.7, FXIIa inh 15, Hck Nef HTS 5 and KLK5 inh -10.
For O=C(Nc1ncccn1)c1cc(-c2cccc(Br)c2)nc2ccccc12 the results were zVAD death inh 1.4, KCC2 mod -0.022, Thrombin inh 1, FXIa inh 5, Rad51 HR inh 4, TNF death inh 1.4, FXIIa inh 10, Hck Nef HTS 2 and KLK5 inh -20.
COc1cc(CC(NC(C)=O)C(=O)NC2CCN(C(=O)C3CC3)CC2)cc(OC)c1 (stereo not drawn) was read as zVAD death inh 0.3, Thrombin inh -3, FXIa inh -5, Rad51 HR inh -1, TNF death inh -1.2, FXIIa inh 5, Hck Nef HTS 21 and KLK5 inh 14.
Cc1cc(C(=O)OCC(=O)N2c3ccccc3NC(=O)C2(C)C)c(C)n1-c1ccccc1 was read as zVAD death inh 0.2, KCC2 mod -1, Thrombin inh -4, FXIa inh 8, TNF death inh 4.7, FXIIa inh 7, Hck Nef HTS 2 and KLK5 inh -17.
For O=C(CNc1cccc2ccccc12)N/N=C/C=C/c1ccco1 the results were zVAD death inh -0.4, KCC2 mod -0.85, Thrombin inh -2, FXIa inh 1, TNF death inh 1.0, FXIIa inh 11 and Hck Nef HTS 18.
For CC(/C=N/n1c(-c2ccccc2)n[nH]c1=S)=C\c1ccco1 the results were zVAD death inh 0.4, Thrombin inh 1, FXIa inh 2, Rad51 HR inh -10, TNF death inh -1.3, FXIIa inh 16, Hck Nef HTS 2 and KLK5 inh -4.
CCC(=O)N(C)C(c1ccccc1Cl)c1nnnn1-c1c(C)cccc1C (stereo not drawn) was read as zVAD death inh -0.4, KCC2 mod -1.5, Thrombin inh 1, FXIa inh -5, Rad51 HR inh 12, TNF death inh 0.5, FXIIa inh 7, Hck Nef HTS -17 and KLK5 inh -6.
For Cc1cccc(CSc2nc3[nH]ncc3c(=O)[nH]2)c1 the results were zVAD death inh 1.1, KCC2 mod 0.0039, Thrombin inh -7, FXIa inh -3, Rad51 HR inh -2, TNF death inh 0.2, FXIIa inh 10, Hck Nef HTS 17 and KLK5 inh -2.
`Cc1ccc(-c2cc(C(=O)NCc3cccnc3)no2)cc1` gave zVAD death inh -0.3, KCC2 mod -0.97, Thrombin inh -3, FXIa inh -12, Rad51 HR inh 2, TNF death inh -2.5, FXIIa inh -1, Hck Nef HTS 4 and KLK5 inh -17.
`NC(=S)Nn1c(-c2ccccc2)nc2ccccc2c1=O` gave zVAD death inh 0.9, KCC2 mod -0.021, Thrombin inh -1, FXIa inh 4, Rad51 HR inh 9, TNF death inh 4.7, FXIIa inh 5, Hck Nef HTS 2 and KLK5 inh -29.
`CCN(CC)S(=O)(=O)c1ccc2nc(COC(=O)c3n[nH]c4ccccc34)[nH]c2c1` gave zVAD death inh 0.1, KCC2 mod 0.75, Thrombin inh 1, FXIa inh 9, Rad51 HR inh -4, TNF death inh 1.6, FXIIa inh 16, Hck Nef HTS 4 and KLK5 inh -1.
Screening O=C(O)C1CCCN(S(=O)(=O)c2ccccc2)C1 (stereo not drawn) returned zVAD death inh 0.6, KCC2 mod 0.31, Thrombin inh -2, FXIa inh -3, Rad51 HR inh 18, TNF death inh 0.9, FXIIa inh 0, Hck Nef HTS -6 and KLK5 inh -4.
For COc1ccc(CCNC(=O)Cn2nnc(-c3ccccc3F)n2)cc1OC the results were zVAD death inh 0.5, KCC2 mod 0.48, Thrombin inh -8, FXIa inh 1, Rad51 HR inh 1, TNF death inh -1.8, FXIIa inh 12, Hck Nef HTS 9 and KLK5 inh -18.
For COCCN(CCOC)C(=O)Nc1ccc(Cl)cc1 the results were zVAD death inh 0.6, KCC2 mod 0.32, Thrombin inh -21, FXIa inh -6, Rad51 HR inh -8, TNF death inh 2.1, FXIIa inh 8, Hck Nef HTS 16 and KLK5 inh -1.
`CCN1CCOC(CC(=O)Nc2ccc([N+](=O)[O-])cc2)C1=O` (stereo not drawn) gave zVAD death inh -0.1, KCC2 mod 0.085, Thrombin inh 1, FXIa inh 2, Rad51 HR inh -7, TNF death inh 1.5, FXIIa inh 8, Hck Nef HTS 12 and KLK5 inh 4.
Screening O=C(/C=C/c1cccc([N+](=O)[O-])c1)Nn1c(-c2ccccc2F)nc2ccccc2c1=O returned zVAD death inh 0.7, KCC2 mod -0.22, Thrombin inh -3, FXIa inh 2, Rad51 HR inh -9, TNF death inh 0.8, FXIIa inh 7, Hck Nef HTS 0 and KLK5 inh -16.
Screening CCC(NC(=S)Nc1ccccc1)C(=O)O (stereo not drawn) returned zVAD death inh 0.6, KCC2 mod -0.096, Thrombin inh -1, FXIa inh 3, TNF death inh 1.1, FXIIa inh 5, Hck Nef HTS 3 and KLK5 inh -3.
O=C(N/N=C/c1cccnc1)c1cccc(S(=O)(=O)Nc2cccc(Cl)c2)c1 was read as zVAD death inh 3.6, KCC2 mod 0.44, Thrombin inh -1, FXIa inh -1, Rad51 HR inh 3, TNF death inh 0.1, FXIIa inh 4, Hck Nef HTS -7 and KLK5 inh -3.
Cc1ccc(NC(=O)COc2ccc(C(=O)NCCc3ccccc3)cc2)cc1 was read as zVAD death inh -0.2, KCC2 mod -0.52, Rad51 HR inh -12, TNF death inh -1.3 and Hck Nef HTS 0.
For Cc1ccc(C(=O)Nc2ccc(C(=O)O)cc2)cc1S(=O)(=O)Nc1cccc([N+](=O)[O-])c1 the results were zVAD death inh 14, Thrombin inh -5, FXIa inh -4, Rad51 HR inh 8, TNF death inh 0.6, FXIIa inh 8, Hck Nef HTS 21 and KLK5 inh -3.
CCOc1ccc(NS(=O)(=O)c2ccc(SC)cc2)cc1 was read as zVAD death inh -0.1, KCC2 mod 0.5, Thrombin inh -4, FXIa inh -4, Rad51 HR inh 1, TNF death inh 6.1, FXIIa inh -1, Hck Nef HTS 4 and KLK5 inh -20.
For O=C(Cn1c(COc2ccccc2)nc2ccccc21)Nc1cc(Cl)ccc1Cl the results were zVAD death inh 0.7, KCC2 mod -0.36, Thrombin inh -16, FXIa inh 2, Rad51 HR inh -7, TNF death inh 1.6, FXIIa inh 20, Hck Nef HTS 6 and KLK5 inh -2.
Cc1nnc(SCCn2c(Br)nc3c2c(=O)[nH]c(=O)n3C)s1 was read as zVAD death inh -0.1, KCC2 mod 0.00086, Thrombin inh 3, FXIa inh 44*, TNF death inh -1.1, FXIIa inh 9, Hck Nef HTS 0 and KLK5 inh -8.
Screening COC(=O)c1sccc1NC(=O)Nc1cccc(F)c1 returned zVAD death inh 0.2, KCC2 mod 0.39, Thrombin inh 3, FXIa inh -4, Rad51 HR inh 17, TNF death inh -0.5, FXIIa inh 5, Hck Nef HTS -5 and KLK5 inh -6.
`O=C(N/N=C/c1cn(-c2cccs2)nc1-c1ccccc1)c1ccccc1Cl` gave zVAD death inh 4.5, KCC2 mod -0.85, Thrombin inh -4, FXIa inh -1, Rad51 HR inh 5, TNF death inh 4.5, FXIIa inh 7, Hck Nef HTS 0 and KLK5 inh -10.
For O=C(CSc1nc2ccccc2[nH]1)NC1CCCC1 the results were zVAD death inh 1.4, KCC2 mod 0.94, Thrombin inh -6, FXIa inh -1, Rad51 HR inh -6, TNF death inh 0.4, FXIIa inh 6, Hck Nef HTS 22 and KLK5 inh -2.
For O=C(N1CCOCC1)N1CCN(S(=O)(=O)N2CCOCC2)CC1 the results were zVAD death inh 0.2, KCC2 mod 0.48, Thrombin inh -2, FXIa inh 2, Rad51 HR inh 11, TNF death inh -0.8, FXIIa inh 6, Hck Nef HTS 1 and KLK5 inh 1.
`Cn1c(SCC(=O)c2ccc3c(c2)OCO3)nnc1-c1ccccn1` gave zVAD death inh 0.4, KCC2 mod -2.2, Thrombin inh 17, FXIa inh 17, Rad51 HR inh -5, TNF death inh -1.0, FXIIa inh 14, Hck Nef HTS 6 and KLK5 inh 22.

2 entries picked at random from those above, as already listed:
For O=C(N1CCOCC1)N1CCN(S(=O)(=O)N2CCOCC2)CC1 the results were zVAD death inh 0.2, KCC2 mod 0.48, Thrombin inh -2, FXIa inh 2, Rad51 HR inh 11, TNF death inh -0.8, FXIIa inh 6, Hck Nef HTS 1 and KLK5 inh 1.
Screening COC(=O)c1sccc1NC(=O)Nc1cccc(F)c1 returned zVAD death inh 0.2, KCC2 mod 0.39, Thrombin inh 3, FXIa inh -4, Rad51 HR inh 17, TNF death inh -0.5, FXIIa inh 5, Hck Nef HTS -5 and KLK5 inh -6.
